Screens from PubChem BioAssay.
MEKK2 mut-MEK5 = signal of MEK5 binding to mutant human MEKK2 PB1 domain | AID 1530 | hit rate 0.35% among 290,000 | bead flow cytometry, Alexa488-MEK5 binding to MEKK2 mutant | percent response, % at 10 µM; in the data active = percent response above about 24%, passing the limit was not always enough; note: inactives centre near 1; some results filed as inactive read as strong as hits; reference of the scale not given here
UBC9 SUMO inh = SUMOylation inhibition; P63279; HTRF SUMOylation assay, SAE1/SAE2 + UBC9, in vitro; inhibition, % at 35 µM; hit rate 0.36% among 290,000; in the data active = inhibition above about 50%, passing the limit was not always enough; note: strong numbers were not always called active
Target sequence (P63279 whole entry, looked up): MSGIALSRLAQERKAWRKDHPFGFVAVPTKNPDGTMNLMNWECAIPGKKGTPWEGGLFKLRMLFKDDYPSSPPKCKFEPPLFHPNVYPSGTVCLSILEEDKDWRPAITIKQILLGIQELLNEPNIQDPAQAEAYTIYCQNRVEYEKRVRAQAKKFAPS
IDE cell activ = IDE (human) activation, cell-based | HEK cells, FAbeta-B cleavage, fluorescence polarization; 0% vehicle, 100% cell-free pure enzyme wells | activation, % at 5.96 µM | hit rate 0.073% among 340,000 | P14735;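 active = activation above the mean of all tested compounds plus 3 SD, set per screening campaign, cut at about 17% in these data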
MEKK3 PB1 HTS = raises or lowers MEK5 binding to the human MEKK3 PB1 domain | bead-based flow cytometry, Alexa488-MEK5 binding to MEKK3; actives lie on both sides; 0 = blocked by unlabeled MEK5, 100 = vehicle | Q99759 | hit rate 1.4% among 290,000 | binding response (% of control), % at 10 µM;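 active = binding response more than 3 SD above or below the average of its plate-row segment, actives on both sides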;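 note: Alexa488 bead fluorescence after subtracting the streptavidin-only scavenger bead signal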
Target sequence (Q99759 whole entry, looked up, the tested form may be a part): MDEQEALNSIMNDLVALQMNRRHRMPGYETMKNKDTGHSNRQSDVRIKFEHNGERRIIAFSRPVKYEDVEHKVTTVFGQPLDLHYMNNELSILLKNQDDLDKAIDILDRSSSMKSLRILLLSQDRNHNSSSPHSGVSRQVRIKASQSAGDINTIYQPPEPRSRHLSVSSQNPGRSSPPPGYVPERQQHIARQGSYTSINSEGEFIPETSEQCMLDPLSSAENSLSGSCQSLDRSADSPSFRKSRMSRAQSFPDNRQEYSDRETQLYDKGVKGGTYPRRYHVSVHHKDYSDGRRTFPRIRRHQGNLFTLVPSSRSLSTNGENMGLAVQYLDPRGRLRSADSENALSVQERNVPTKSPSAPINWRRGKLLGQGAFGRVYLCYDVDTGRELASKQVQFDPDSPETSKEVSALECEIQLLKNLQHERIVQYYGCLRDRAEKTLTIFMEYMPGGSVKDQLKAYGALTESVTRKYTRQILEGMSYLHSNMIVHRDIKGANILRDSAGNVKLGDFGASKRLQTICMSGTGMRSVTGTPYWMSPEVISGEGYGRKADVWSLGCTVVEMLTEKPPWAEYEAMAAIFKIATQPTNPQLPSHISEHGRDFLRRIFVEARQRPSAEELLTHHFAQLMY
MEKK2 WT-MEK5 = raises or lowers MEK5 binding to wildtype human MEKK2 PB1 domain; Q9Y2U5; bead flow cytometry, Alexa488-MEK5 binding to MEKK2 WT; actives lie on both sides; binding response (% of control), % at 10 µM; hit rate 1.1% among 290,000; in the data active = binding response below about 67% or above about 130%
M18AAP inhibitor = blocks P. falciparum M18 aspartyl aminopeptidase. recombinant PfM18AAP, H-Glu-NHMec fluorogenic cleavage. inhibition, % at 7.35 µM. hit rate 1.2% among 290,000. AID 1822;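 active = inhibition above the campaign mean inhibition over all tested compounds plus 3 SD, cut at about 28% in these data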;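 note: 0% = plate median of test compound wells and 100% = 2 mM ZnCl2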
IDE cell inh = inhibitors of human insulin-degrading enzyme in cells. P14735. HEK cells, FAbetaB cleavage, fluorescence polarization. inhibition, % at 5.59 µM. hit rate 0.41% among 320,000;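 active = percent inhibition above the average of all tested compounds plus 3 SD, set per screening campaign, cut at about 16% in these data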;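 note: IDE supplied by intact live HEK cells; FP after avidin binding of uncleaved biotin substrate so inhibition keeps polarization high; 0% = DMSO wells and 100% = 60 µM reference IDE inhibitor Ii1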
NALP1 yeast inh = blocks the NALP1 inflammasome reconstituted in yeast; S. cerevisiae NALP1/ASC/caspase-1 growth, X-gal OD620, 72 h; inhibition, % at 10 µM; hit rate 0.61% among 280,000; in the data active = inhibition mostly above about 24%, no sharp cut-off; inactive = mostly below about 32%; note: some compounds called inactive have numbers as strong as hits
p-CIP stab down = compounds decreasing mouse p/CIP protein stability; F442A p/CIP-EGFP cells, EGFP fluorescence, 16 h; Q05BA5; decrease of EGFP signal, % at 10 µM; hit rate 0.01% among 290,000; AID 1984;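 active = EGFP signal decrease of at least 30% at 10 µM or well 3 SD below plate mean, unless failing retest; inactive = the rest, including hits failing retest or dose response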; note: some compounds called inactive have numbers as strong as hits; many of its hits are not listed in these tables
An asterisk follows results filed as active; . = no result given; & = joins results of further samples. The list is partial; the hit share may differ from the screen's.

Fields – IDE cell activ, UBC9 SUMO inh, MEKK2 mut-MEK5, NALP1 yeast inh, MEKK2 WT-MEK5, IDE cell inh, p-CIP stab down, M18AAP inhibitor, MEKK3 PB1 HTS
- CCc1c(C(=O)NNC(=S)NC2CCCCC2)csc1C
 : 2, -60, 3, -18, 99, -3, -8, -6, 103
- Cc1cc(C)nc(SCc2nc3nc(C)cc(C)n3c2Br)n1
 : 4, 26, 4, -13, 105, 2, -2, 17, 106
- COc1cc(CCC(C)NCc2ccccc2)ccc1O (stereo not drawn)
 : 7, 14, 13, 4, 103, -2, -12, 3, 107
- CC(C)(C)NC(=O)c1ccc(NC(=O)C2COc3ccccc3O2)cc1 (stereo not drawn)
 : -5, 22, -3, 0, 93, -2, -4, -8, 101
- COc1ccc(C)cc1Nc1n[n+](-c2ccccc2)c(-c2ccc(OC)c(OC)c2OC)s1
 : -2, 1, 12, 10, 149*, 2, 1, -1, 94
- CCCCCN(C(=O)CN(C)Cc1ccc(OC)cc1OC)c1c(N)n(CCCC)c(=O)[nH]c1=O
 : 0, 8, 2, 12, 100, -3, -6, 11, 100
- CCN(CC)S(=O)(=O)c1ccc(C(=O)Nc2nnc(-c3ccco3)o2)cc1
 : 3, 13, -3, 4, 98, 1, 3, 2, 100
- CCNC(=O)c1ccccc1CCc1ccccc1
 : -2, -1, 4, 2, 101, -3, -5, -3, 102
- COCCCNc1nc2nonc2nc1N(C)CC1CCCN1C (stereo not drawn)
 : 0, 5, -7, -4, 91, -1, -3, -9, 105
- COc1cc(NC2c3ncccc3C(=O)N2Cc2ccco2)cc(OC)c1OC (stereo not drawn)
 : 2, 19, -9, -1, 79, -3, 1, -5, 99

As entered above.
Under MEKK2 mut-MEK5, CCN(CC)S(=O)(=O)c1ccc(C(=O)Nc2nnc(-c3ccco3)o2)cc1 is listed with -3
Under IDE cell inh, COc1cc(CCC(C)NCc2ccccc2)ccc1O (stereo not drawn) is listed with -2
Under IDE cell inh, CC(C)(C)NC(=O)c1ccc(NC(=O)C2COc3ccccc3O2)cc1 (stereo not drawn) is listed with -2
Under p-CIP stab down, CCCCCN(C(=O)CN(C)Cc1ccc(OC)cc1OC)c1c(N)n(CCCC)c(=O)[nH]c1=O is listed with -6
Under M18AAP inhibitor, COc1cc(NC2c3ncccc3C(=O)N2Cc2ccco2)cc(OC)c1OC (stereo not drawn) is listed with -5

Next results follow.
Fields – IDE cell activ, UBC9 SUMO inh, MEKK2 mut-MEK5, NALP1 yeast inh, MEKK2 WT-MEK5, IDE cell inh, p-CIP stab down, M18AAP inhibitor, MEKK3 PB1 HTS
- CC(=O)Nc1ccc(C2(c3ccc(NC(C)=O)cc3)NC(=O)c3ccccc32)cc1
 : -1, 1, 17, 4, 104, 1, -8, 2, 101
- COc1ccc2cc(C#N)c(Nc3cccc(F)c3)nc2c1
 : 1, 5, 4, 4, 92, 0, -1, 1, 103
- COc1ccc(Nc2nc(C)nc3c2oc2ccccc23)c(OC)c1
 : 2, 23, 10, 25, 104, 1, -15, -14, 106
- O=C(CSc1cccc[n+]1[O-])CSc1cccc[n+]1[O-]
 : -4, 11, 3, 8, 103, 0, 3, 9, 110
- Fc1ccc(-c2csc(N3CCSCC3)n2)cc1
 : -8, -13, -42, -26, 102, 4, 0, 2, 105
- COc1ccc(OC)c(N(CC(=O)Nc2cccnc2)S(C)(=O)=O)c1
 : 0, -11, -5, 3, 97, 4, -17, -4, 99
- COc1ccc(-n2cc(-c3ccccc3)[nH]c2=S)c(OC)c1
 : -2, -1, 1, -10, 103, 4, -1, 16, 105
- COc1ccc(NC(=O)c2nc3ccccc3s2)cc1
 : 3, -7, -4, 32, 94, 5, -4, -7, 94
- COCCNC(=S)N(CCc1c(C)[nH]c2ccc(C)cc12)Cc1cc(OC)c(OC)c(OC)c1
 : 5, -12, -5, 13, 90, -5, -1, 11, 98
- S=C(Nc1ccccc1)N(CCN1CCOCC1)Cc1cccc(Cl)c1
 : 4, 1, -3, 5, 97, 1, 0, 3, 100
- O=C(O)/C=C/c1cnc2ccccc2n1
 : 0, 20, 0, 7, 104, 0, -2, -16, 111
- CCOC(=O)C1(CCOC)CCN(C2C3CC4CC(C3)CC2C4)CC1 (stereo not drawn)
 : 2, -2, 6, -6, 105, -3, -13, 2, 102
- CCC(C)c1ccc(NS(=O)(=O)c2c(C)[nH]c(=O)[nH]c2=O)cc1 (stereo not drawn)
 : -3, -10, 6, -9, 108, -3, 2, -1, 107
- COC(=O)c1cc2c(ccn2-c2ccc(F)cc2)n1Cc1cccc(OC)c1
 : -2, -8, -3, 16, 94, 6, -2, 2, 94
- O=C(CSc1nc2ccccc2o1)N1CCN(c2ccc(Cl)cc2)CC1
 : 1, -3, -1, 5, 97, 2, 10, 1, 96
- O=C(NC1CC1)c1cc2ccccc2o1
 : 4, -8, 6, 12, 104, 6, 0, -5, 101
- COc1ccc(N(CC(=O)NCc2ccc3c(c2)OCO3)S(=O)(=O)c2c(C)nn(C)c2C)cc1
 : 2, -1, 10, 26, 110, -3, -2, 2, 109
- CC(=O)c1cn(Cc2ccccc2)c(=O)[nH]c1=O
 : 4, 12, -4, -12, 95, 0, 4, -11, 93
- COC(=O)c1sc2ccccc2c1NC(=O)c1ccc(S(=O)(=O)N2CC(C)CC(C)C2)cc1 (stereo not drawn)
 : 0, 28, -1, 19, 98, -1, -4, -10, 121
- CCOc1ccc(NC(=O)NC2CCOC(C)(C)C2)cc1 (stereo not drawn)
 : 3, 8, -1, -38, 92, 1, 7, 4, 94

Some of these compounds in order of length of the SMILES, high to low:
Fields – IDE cell activ, UBC9 SUMO inh, MEKK2 mut-MEK5, NALP1 yeast inh, MEKK2 WT-MEK5, IDE cell inh, p-CIP stab down, M18AAP inhibitor, MEKK3 PB1 HTS
- COc1ccc(N(CC(=O)NCc2ccc3c(c2)OCO3)S(=O)(=O)c2c(C)nn(C)c2C)cc1
 : 2, -1, 10, 26, 110, -3, -2, 2, 109
- COC(=O)c1sc2ccccc2c1NC(=O)c1ccc(S(=O)(=O)N2CC(C)CC(C)C2)cc1 (stereo not drawn)
 : 0, 28, -1, 19, 98, -1, -4, -10, 121
- COC(=O)c1cc2c(ccn2-c2ccc(F)cc2)n1Cc1cccc(OC)c1
 : -2, -8, -3, 16, 94, 6, -2, 2, 94
- CCOC(=O)C1(CCOC)CCN(C2C3CC4CC(C3)CC2C4)CC1 (stereo not drawn)
 : 2, -2, 6, -6, 105, -3, -13, 2, 102
- CCOc1ccc(NC(=O)NC2CCOC(C)(C)C2)cc1 (stereo not drawn)
 : 3, 8, -1, -38, 92, 1, 7, 4, 94
- O=C(O)/C=C/c1cnc2ccccc2n1
 : 0, 20, 0, 7, 104, 0, -2, -16, 111
- O=C(NC1CC1)c1cc2ccccc2o1
 : 4, -8, 6, 12, 104, 6, 0, -5, 101

Remaining list, next part:
Fields – IDE cell activ, UBC9 SUMO inh, MEKK2 mut-MEK5, NALP1 yeast inh, MEKK2 WT-MEK5, IDE cell inh, p-CIP stab down, M18AAP inhibitor, MEKK3 PB1 HTS
- COc1ccc(C=O)cc1Cn1c(=O)n(CCC(=O)NCc2ccco2)c(=O)c2sccc21
 : 1, -6, -6, 8, 97, 4, 0, 3, 96
- COC(=O)c1cc(OC)c(OC)cc1NCC(=O)Nc1ccc(OC)c(OC)c1
 : -1, 18, -3, 14, 92, 0, 1, -5, 95
- COCCNC(=O)c1ccccc1NC(=O)c1ccccc1N(C)S(C)(=O)=O
 : -6, -3, -1, 12, 103, -4, 4, 2, 101
- CN(CC(=O)NC1CCCCCC1)S(=O)(=O)c1cnc[nH]1
 : 1, -8, -2, -1, 101, 8, 6, 2, 100
- CC12CN3CC(C)(CN(C1)C3c1ccc(Cl)cc1)C2 (stereo not drawn)
 : -2, 13, -12, 12, 93, -2, -23, -6, 93
- Cc1ccc(NCN2C(=O)C3C4C=CC(C4)C3C2=O)cc1 (stereo not drawn)
 : 0, 23, 13, -14, 99, 5, -1, -13, 100
- Cc1ccccc1NC(=S)N1CCN(Cc2ccc3c(c2)OCO3)CC1
 : 6, -5, 10, 36, 110, 1, 1, -9, 100
- COc1cc(C2CC(=O)n3c(nc4ccccc43)S2)cc(OC)c1OC (stereo not drawn)
 : ., 6, 5, -13, 107, ., 9, 0, 105
- C=CCn1c(SCC(=O)Nc2ccccc2F)nc2ccccc2c1=O
 : 3, 9, 14, 10, 111, 2, -18, -5, 107
- COc1ccc(C(=O)/C=C/c2ccc(N3CCCCC3)c([N+](=O)[O-])c2)cc1
 : 5, -2, 28, 25, 116, 3, -5, -1, 109
- COc1ccc(Oc2cccc(Cl)c2CNC(=O)CC(C)(C)CC(=O)O)cc1
 : 3, 12, 4, 8, 103, -4, -4, -4, 103
- COc1ccc(N/C(=C(/C(Cl)=C(Cl)Cl)[N+](=O)[O-])n2nnc3ccccc32)cc1
 : ., 14, 0, 6, 103, -13, -7, -2, 102
- CCC(=O)Nc1c(-c2ccc(C)cc2)c(=O)c2ccccc2n1C
 : -1, 16, 14, 6, 109, ., -9, -6, 109
- COc1ccc(NC(=O)Cc2ccccc2)cn1
 : -1, 1, -3, -7, 99, 8, -12, -2, 98
- Cc1ccc(C)c(OCC(=O)Nc2ccccc2N2CCCC2)c1
 : 5, 10, -4, 4, 99, 5, -10, 16, 97
- COCCCN(CC(=O)Nc1ccc(N2CCOCC2)cc1)S(=O)(=O)c1ccc(Cl)cc1
 : 6, -10, -4, -6, 98, -2, -2, -9, 100
- Cc1nn(C)cc1/C=N/NC(=O)c1ccc2c(c1)OCO2
 : -2, -4, 9, 8, 109, 0, -3, -17, 106
- Cc1nc(NC(=O)/C=C/c2ccc(C(C)(C)C)cc2)sc1C(=O)N(C)C
 : 0, 19, -2, 17, 101, 2, -12, -9, 100
- O=C(Nn1c(C2CCCCC2)nc2ccccc2c1=O)c1cc(Cl)ccc1[N+](=O)[O-]
 : -4, 2, -2, 15, 92, 6, -7, 0, 92
- COc1cccc(NC(=O)CCNC(=O)c2ccccc2Cl)c1
 : 3, -4, -3, 2, 98, 3, -2, 4, 97
- Cc1ccc(C(=O)NC(=O)CSc2ncccc2C(=O)O)cc1
 : 7, 17, 8, 19, 104, 4, -6, 9, 105
- O=C(CSc1n[nH]c(=O)[nH]c1=O)c1ccccc1
 : 7, -8, 8, 21, 100, 1, 0, -4, 100
- N#CC(c1ccc(=O)[nH]n1)c1ccc(Cl)cc1Cl (stereo not drawn)
 : 4, 7, 14, -1, 112, 2, -21, 2, 108
- CC(=O)N(c1cccc(Br)c1)c1nc(C)cc(C)c1C#N
 : 1, 24, 9, 7, 103, -3, -2, -3, 106
- COc1cc(/C(C)=N/NC(=O)CSc2nnc(C)s2)ccc1O
 : 8, 2, -5, -7, 97, 5, 5, 7, 101
- CCOC(=O)N1CCN(c2cc3[nH]c(=S)[nH]c3cc2F)CC1
 : -10, -2, 2, ., 99, -7, 6, 7, 99
- CCCCN1C(N)=NC[C@@H]1Cc1ccc(O)cc1
 : 4, 10, 1, ., 106, 3, 0, ., 97
- COc1ccc(NC(=O)CSc2nnc(N)s2)cc1
 : 1, 3, 4, 8, 103, 6, -15, 3, 106
- CCOC(=O)c1ccc(NC(=O)N2CC(C)OC(C)C2)cc1 (stereo not drawn)
 : 1, 0&8, -2, 0&8, 97, 4, 3&0, 4&6, 96
- Cc1nn(-c2ccc(F)cc2)c(Cl)c1/C=C(\CCC(=O)O)c1nc2ccccc2s1
 : 7, 7, 3, 2, 102, -6, -4, -9, 99
- COCCn1c(SCC(=O)Nc2sccc2C(N)=O)nnc1-c1ccncc1
 : 3, -18, -8, 7, 92, 5, 3, -1, 101
- COc1ccc(S(=O)(=O)n2nc(OC(=O)c3ccncc3)cc2N)cc1
 : 5, 2, 6, -2, 109, 1, -6, 8, 91
- O=S(=O)(NCc1ccccn1)c1ccc(Cl)c(C(F)(F)F)c1
 : 1, -21, -2, -9, 97, 0, -8, -11, 98
